HCV inhibitor = HCV inhibition; Potency, µM (titrated, usually from 41.8 µM), without a hit: at the highest dose activity change, negative = inhibition, hits mostly inhibitors; 3.4% of 340,000 active; Huh7.5.1 HCVcc-Cre infection, luciferase reporter, 44 h; further: potency means the concentration at half of the fitted maximal effect
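Whole-lifecycle infectious HCVcc-Cre system; cells 1,000/well, compound then virus (~0.5 moi) added 4 h after plating, 44 h culture. Luciferase read 15 sec following 15 min substrate incubation, room temp.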
Tb PYK inh = blocks Trypanosoma brucei pyruvate kinase; TbPYK enzyme, Kinase-Glo Plus ATP luminescence, 45 min; Potency, µM (doses to about 76.8 µM), without a hit: at the top dose activity, negative = inhibition, actives largely listed as inhibitors; 0.12% of 410,000 active; AID 624173; further: potency means the concentration at half of the fitted maximal effect; nearly all actives have a fitted effect of over 50% in size
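Readout: single end-point luminescence (Kinase-Glo Plus, 10 min). Reaction conditions were TbPYK/substrate plus 130 uM ADP, 45 min at RT, pH 7.2 TEA buffer. No-enzyme wells served as controls, and data were normalized before concentration-response fitting.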
AmpC detergent = AmpC beta-lactamase inhibition with detergent present; P00811; 0.041% of 370,000 active; AmpC hydrolysis of nitrocefin, absorbance 480 nm, 0.01% Triton; Potency, µM (titrated, usually from 114 µM), inactives show at the highest dose activity change, negative = inhibition, usual class: inhibitors;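 further: potency means the concentration at half of the fitted maximal effect; 0% = no-compound wells and -100% = no-enzyme wells; nearly all actives have a fitted effect of over 25% in size; some results filed as inactive show a strong effect at the top dose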
Target sequence (P00811 whole entry, looked up): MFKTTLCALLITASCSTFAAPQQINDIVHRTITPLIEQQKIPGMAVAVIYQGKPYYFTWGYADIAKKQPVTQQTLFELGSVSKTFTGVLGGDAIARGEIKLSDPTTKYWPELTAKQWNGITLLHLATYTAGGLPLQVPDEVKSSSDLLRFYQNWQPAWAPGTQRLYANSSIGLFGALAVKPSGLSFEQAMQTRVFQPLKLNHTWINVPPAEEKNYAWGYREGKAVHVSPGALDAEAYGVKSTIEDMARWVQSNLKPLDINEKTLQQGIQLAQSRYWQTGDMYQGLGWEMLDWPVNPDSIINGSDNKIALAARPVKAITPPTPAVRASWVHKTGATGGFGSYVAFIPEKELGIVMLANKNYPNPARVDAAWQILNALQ
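AmpC (5.3 nM in the dispensed reagent) in 20 mM phosphate pH 7.0 with 0.01% (detergent screen) or 0.0001% Triton X-100 was preincubated with compounds for 15 min at room temperature. Nitrocefin was then added from an 800 uM solution, and hydrolysis was followed at 480 nm.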
HCMV antiviral = blocks human cytomegalovirus replication; activity change, negative = inhibition, % at 57.5 µM; 4.5% of 410,000 active; HFF cells, HCMV-luciferase reporter, 72 h; stronger effect = lower value; in the data active means activity change below about -60%; inconclusive means no clear call, values can overlap the other calls; inactive means above about -39%
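Human foreskin fibroblasts infected with luciferase-reporter HCMV at MOI 1 PFU/cell, compounds at two doses. Luciferase measured 72 h post infection; normalized to buffer-only basal and Salinomycin (10uM) controls.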
AMA1 RON2 block = disrupts binding of P. falciparum AMA1 to RON2 | 0.2% of 360,000 active | AID 720542 | AlphaScreen AMA1-biotinylated RON2 peptide binding | Potency, µM (highest dose often 58.2 µM), for inactives: at the highest dose activity change, negative = inhibition, hits mostly inhibitors;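 further: potency means the concentration at half of the fitted maximal effect; 0% = vehicle wells and -100% = peptide control; nearly all actives have a fitted effect of over 45% in size; some results filed as inactive show a strong effect at the top dose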
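AMA1 (3D7) with his tag at 25 nM final met compounds first, then biotinylated RON2 peptide at 25 nM; detection used donor plus acceptor beads, 10 µg/mL apiece, read by AlphaScreen after 30 min at room temperature.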
AmpC inh no detg = inhibitors of E. coli AmpC beta-lactamase without detergent; AmpC nitrocefin hydrolysis, absorbance 480 nm, 0.0001% Triton; Potency, µM (highest dose often 57.1 µM), for the others: top-dose activity change, negative = inhibition, usual class: inhibitors; 0.52% of 330,000 active;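 further: potency means the concentration at half of the fitted maximal effect; plate controls were no compound for no effect and no enzyme for full effect; nearly all actives have a fitted effect of over 20% in size; some results filed as inactive show a strong effect at the top dose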
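20 mM phosphate pH 7.0 + 0.01% (detergent screen) or 0.0001% Triton X-100; 5.3 nM AmpC reagent; cpd preinc 15 min RT; nitrocefin (800 uM stock) to start; A480 q20 s × 4 min; Activity was normalised to no-enzyme and no-compound control wells.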
LmPK inhibitor = blocks Leishmania mexicana pyruvate kinase activity; AID 1721; Potency, µM (series often up to 57.5 µM), without a hit: at the top dose activity change, negative = inhibition, usual class: inhibitors; 0.37% of 290,000 active; Q27686; purified LmPK, Kinase-Glo ATP luminescence, 1 h; further: potency means the concentration at half of the fitted maximal effect
Target sequence (Q27686 whole entry, looked up): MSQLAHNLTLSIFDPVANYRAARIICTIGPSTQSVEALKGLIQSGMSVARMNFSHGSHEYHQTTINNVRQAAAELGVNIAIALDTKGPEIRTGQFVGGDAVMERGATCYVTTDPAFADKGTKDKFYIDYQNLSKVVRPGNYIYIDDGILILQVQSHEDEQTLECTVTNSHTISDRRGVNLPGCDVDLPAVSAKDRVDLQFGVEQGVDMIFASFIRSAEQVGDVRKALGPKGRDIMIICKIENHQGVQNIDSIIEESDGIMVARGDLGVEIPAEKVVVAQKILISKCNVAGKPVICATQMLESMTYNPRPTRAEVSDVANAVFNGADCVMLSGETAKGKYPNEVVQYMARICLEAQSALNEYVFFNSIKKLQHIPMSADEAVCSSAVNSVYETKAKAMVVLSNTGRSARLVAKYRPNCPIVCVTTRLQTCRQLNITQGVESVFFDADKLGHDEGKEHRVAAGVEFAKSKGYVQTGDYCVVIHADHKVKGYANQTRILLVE
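In 50 mM imidazole pH 7.2 with 7 mM MgCl2, LmPK (0.1 nM) turned over PEP (0.5 mM) and ADP (0.1 mM) for 1 h at room temperature. Luciferase read-out of ATP.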
Starred values were filed as active, the others as inactive; ? = inconclusive; . = not tested or not shown; & = joins results of further samples; [ ] = another dose, or the depositor's remark. Unless noted, the call rests on the fitted dose curve; in most records, active means well fitted curve in the direction sought with a large enough effect; inconclusive means small, poorly fitted or top-dose-only effect, or another doubt; inactive means no such curve, though single readings can be large; an effect the other way counts as inactive or inconclusive. Unless noted, on the % scale 0 is the no-effect control and ±100 the full control effect.

SMILES | HCV inhibitor | Tb PYK inh | AmpC detergent | HCMV antiviral | AMA1 RON2 block | AmpC inh no detg | LmPK inhibitor
O=C(c1ccc2nc(Cc3ccccc3F)oc2c1)N1CC[C@H](O)C1 | 4% | -5% | -9% | 20 | -6% | -1% | 1%
COc1ccc(C2C(C(C)=O)=C(O)C(=O)N2CCCn2ccnc2)cc1OC (stereo not drawn) | 25% | -9% | ? | 49 | 3% | 18% | 0%
O=C(CCNC(=O)C1CCN(S(=O)(=O)c2ccc(F)cc2)CC1)NCc1ccccc1 | 15% | 2% | ? | 21 | -5% | 24% | 4%
O=C(O)CSc1nnc(CNc2ccc(Cl)cc2)n1Cc1ccccc1 | 26% | 0% | -7% | -5 | -11% | -36% | 1%
Cc1cc(C)cc(OCC(=O)Nc2ccc(Cl)c(-c3nc4ncccc4o3)c2)c1 | . | -5% | 0% | ? | . | . | .
CC(=O)c1cc2c(cc1NC(=O)CCn1cnnn1)OCO2 | ? | -6% | -13% | 19 | 0% | -20% | 0%
CC1(C(=O)NCc2ccccc2)CCC(=O)N1CCOc1ccccc1 (stereo not drawn) | . | 1% | . | -12 | 12% | . | .
CC1(C)CC(NC(=S)NCc2ccc3c(c2)OCO3)CC(C)(C)N1 | . | . | 4% | . | . | -37% | -2%
CC(=O)Nc1ccc(/C(C)=N/NC(=O)c2ccccc2Cl)cc1 | 1% | 8% | -10% | 30 | 9% | -19% | -2%
COc1ccc(NC(=O)CNC(=O)Cn2ccc3ccccc3c2=O)c(OC)c1 | 2% | 2%&8% | ? | 4&-6 | 9% | -17% | -3%
O=C(CCC1CCCC1)NCc1cccs1 | 14% | -7% | 4% | -18 | -8% | -21% | -2%
O=C1NC(=O)N(c2ccccc2)C1=O | 10% | 1% | -8% | -8 | 15% | -14% | -1%
Cc1cc(N2CCN(C(=O)c3ccco3)CC2)n2ncnc2n1 | 10%&21% | -19% | -11% | 11 | 6% | -11% | 0%
Cc1cc(C)c(NC(=O)c2c(C)oc3c2C2=NCCN2C=N3)c(C)c1 | . | -2% | 23% | 3 | . | . | .
Cc1cc(C)n2nc(SCc3nnc(SCc4ccccc4Cl)s3)nc2n1 | 21% | 1% | -8% | ? | 4% | -4% | 10%
CS(=O)(=O)N(CC(=O)N1CCN(Cc2ccc3c(c2)OCO3)CC1)Cc1ccc(Cl)cc1 | 13µM* | 0% | -11% | -84* | -6% | 145%[activator] | 1%
COc1ccc(-c2c(N)n[nH]c2C)cc1OC | 11% | -4% | 2% | 39 | -1% | -12% | -3%
Cc1ccccc1OCC(=O)Nc1ccc(S(=O)(=O)Nc2ccccn2)cc1 | 8% | -8% | -11% | 11 | -6% | -38% | -2%
O=C(/C=C/c1cn(-c2ccccc2)nc1-c1ccc2c(c1)OCCO2)NCCO | 12% | 3% | 8% | -1 | -16% | 159%[activator] | 6%
Cc1csc(NC(=O)c2cc3c(s2)CCC3)n1 | 7% | -2% | 1% | 47 | 26% | 21% | ?
CCOc1ccc2oc(C(=O)N(CCOC)c3c(N)n(CC(C)C)c(=O)[nH]c3=O)c(C)c2c1 | -4% | -6% | ? | 0 | 10%[11.6 µM] | 28% | .
CCC(=O)Nc1ccc(N2CCN(C(=O)c3ccco3)CC2)c(Cl)c1 | 2% | 0% | -5% | 7 | ? | -36% | -4%
O=c1cnnc(N/N=C/c2c[nH]c3ccccc23)[nH]1 | 15% | 2% | 5% | 1 | 31%[activator] | -33% | 1%
Cc1nonc1NC(=O)OC1CCCCC1 | -4% | -4% | 3% | -8 | 25% | -1% | -1%
CCN(CC)CCNC(=O)c1c2c(nc3ccccc13)C(=O)N(C1CCCCC1)C2 | . | -2% | -1% | 16 | . | . | .
CN(CC(=O)Nc1ccc(OC(F)(F)F)cc1)C(=O)/C=C/c1ccco1 | 4% | -5% | . | -19 | 8% | -21% | .
OCCNc1cnc2ccccc2n1 | 5% | -19% | 7% | 53 | -2% | -13% | -1%
COC(=O)C1=C(c2cccc(OC)c2OC)C[C@@H]2CC[C@H]1N2C(=O)NCCCOC(C)C | 12% | -11% | . | 69 | -3% | . | .
O=C(CC1OC(=O)c2ccccc21)c1ccco1 (stereo not drawn) | 5% | 4% | -11% | -36 | -11% | -23% | 2%
O=C(Nc1nnc(C2CCCCC2)s1)c1ccco1 | 15% | -9% | -8% | 84 | -9% | -17% | 4%
COc1ccc(CC(=O)N/N=C\c2cc(Br)c(O)c(Br)c2)cc1 | 0% | 1% | -2% | -19 | 29% | -50% | -8%
Cc1[nH]c(=O)nc(SCc2cccc(Cl)c2)c1C#N | -16% | -1% | -13% | -4 | 1% | -24% | 10%
O=C(COC(=O)c1ccc(F)c(S(=O)(=O)N2CCOCC2)c1)NC1CCCCC1 | -2% | -3% | 4% | -15 | 4% | 14% | .
O=C(c1ccco1)N1CCN(C(=O)c2ccc(-c3ccc([N+](=O)[O-])cc3)o2)CC1 | ? | -8% | . | -14 | ? | -1% | .
COc1cc2nc(C3CCC3)n(NC(=O)COc3ccccc3)c(=O)c2cc1OC | -25% | -2% | ? | 9 | 11% | -11% | 1%
O=C1C2CCCCC2C(=O)N1c1nccs1 (stereo not drawn) | 5% | 0% | ? | 22 | 0% | -3% | -3%
Cc1ccc(Nc2cc(=O)n(C3CCCCC3)c(=O)[nH]2)cc1C | -9% | -1% | -9% | -39 | 46%[activator] | -44% | 2%
CCNC(=S)N/N=C/c1cccs1 | -3% | 1% | 1% | -16 | -24% | -15% | 7%
COc1ccc(-c2coc3cc(O)ccc3c2=O)cc1 | -21% | 9% | . | 37 | -3% | . | .
COc1ccc(OC)c(C2=NOC(C(=O)Nc3c(C)n(C)n(-c4ccccc4)c3=O)C2)c1 (stereo not drawn) | 9% | -1% | -1% | -1 | 6% | -10% | 2%
Fc1ccc(-n2ncc3c(Nc4ccc(Oc5ccccc5)cc4)ncnc32)cc1 | . | 1% | 10% | -35 | . | . | .
COC(=O)c1ccc(NC(=O)C2CCN(C(=O)c3ccc(F)cc3)CC2)cc1 | . | -12% | 5% | 0 | . | . | .
COc1ccc(-n2c(CNC(=O)c3cc(OC)c(OC)c(OC)c3)n[nH]c2=S)cc1 | -8% | ? | 0% | -20 | 3% | -25% | -4%
Cc1ccc2cccc(NC(=O)c3ccc(OC(C)C)cc3)c2n1 | . | -1% | -7% | 10 | . | . | .
O=c1oc2cc(O)ccc2c2c1CCCC2 | -15% | 1% | ? | -23 | -2% | -23% | -3%
COc1cccc(-c2nc(Cl)nc3cc(Cl)ccc23)c1 | . | 1% | . | -3 | 3% | . | .
COC(=O)C(C)Oc1cc(C)ccc1COc1ccc(-n2nc(C)n(C(F)F)c2=O)cc1 (stereo not drawn) | 1% | -4% | . | -13 | 20% | . | .
O=S(=O)(NCCc1csc2nc(-c3ccc(Cl)cc3)nn12)c1ccc(Oc2ccccc2)cc1 | . | -7% | -2% | 78 | . | . | .
CCCCCCC1CC(C)(C(=O)CNc2nncs2)OC1=O (stereo not drawn) | 4% | -9% | -11% | 7 | -5% | -7% | 3%
COc1cccc(NC(=O)Cn2nnc(C(=O)Nc3ccccc3)c2N)c1 | -3% | 3% | 2% | 38 | 6% | -39% | 4%
COC(=O)c1c(NC(=O)c2ccccc2C(=O)O)sc2c1CCCC2 | . | 0%&-2% | 14% | -22&3 | 2% | . | .
Cc1cccc(NC(=O)CSc2cc(C)c3ccccc3n2)c1 | . | 6% | 8% | -74* | . | . | .
CCc1ccc(NS(=O)(=O)c2ccc3[nH]cc(C(=O)NCCc4cccc(C)c4)c(=O)c3c2)cc1 | . | -1% | 4% | 94 | . | . | .
OC(COc1ccccc1)Cn1c2ccccc2c2ccccc21 (stereo not drawn) | ? | -13% | -2% | -19 | 4% | -25% | 2%
Cn1ncc(Br)c1NC(=O)Nc1ccc(Cl)cc1 | 18% | 1% | -9% | . | 0% | -22% | 5%
CCN1C(=O)C2C(c3ccccc3F)NC(Cc3ccc(O)cc3)(C(=O)OC)C2C1=O (stereo not drawn) | -26% | -2% | -13% | -27 | 9% | 0% | -5%
O=C(CN1C2=NCCCN2c2ccccc21)c1ccc([N+](=O)[O-])cc1 | 11µM* | -14% | -3% | -66* | -9% | -15% | 4%
CCOc1ccc(C2=Cc3cc(OC)c(OC)cc3C(=C(Cl)Cl)O2)cc1 | . | . | 0% | . | . | 22% | 9%
CCCCOC(=O)C1Cc2ccccc2C(=O)O1 (stereo not drawn) | -2% | -9% | ? | -10 | 1% | -8% | -1%
CCOC(=O)C1=C(CS(=O)(=O)c2ccc(Br)cc2)NC(=O)NC1c1ccccc1 (stereo not drawn) | . | -13% | 13% | 0 | . | . | .

The last 4 compounds of the part before are carried over, then new ones follow.
SMILES | HCV inhibitor | Tb PYK inh | AmpC detergent | HCMV antiviral | AMA1 RON2 block | AmpC inh no detg | LmPK inhibitor
O=C(CN1C2=NCCCN2c2ccccc21)c1ccc([N+](=O)[O-])cc1 | 11µM* | -14% | -3% | -66* | -9% | -15% | 4%
CCOc1ccc(C2=Cc3cc(OC)c(OC)cc3C(=C(Cl)Cl)O2)cc1 | . | . | 0% | . | . | 22% | 9%
CCCCOC(=O)C1Cc2ccccc2C(=O)O1 (stereo not drawn) | -2% | -9% | ? | -10 | 1% | -8% | -1%
CCOC(=O)C1=C(CS(=O)(=O)c2ccc(Br)cc2)NC(=O)NC1c1ccccc1 (stereo not drawn) | . | -13% | 13% | 0 | . | . | .
COc1ccc(C2=NS(=O)(=O)N(C)C(C(=O)Nc3cc(C)ccc3O)=C2)cc1OC | ? | -1%&2% | -14%&1% | 0&10 | -3% | -48% | 5%
C/C(CCc1ccccc1)=N/NC(=O)C(=O)NC(C)c1ccccc1 (stereo not drawn) | -33% | 0% | 3% | 0 | 21% | -39% | -1%
O=C(Nc1ccc2nsnc2c1)C1CC1 | -14% | -20% | 14% | -13 | 42%[activator] | -9% | 10%
Cc1ccc2c(c1)c(C1=c3ccccc3=NC1=O)c(O)n2C | -11% | -14% | ? | 111 | -4% | -17% | -1%
CCN1C(=O)[C@H]2[C@@H](c3ccc(OC)cc3)N3C(=O)CN(CC4CC4)C(=O)[C@@]3(C)[C@H]2C1=O | 10µM* | -4% | -7% | -12 | 7% | -24% | -6%
Cc1ccc(C)c(N2CCN(C(=O)c3cnn(C(C)(C)C)c3C3CCN(C(=O)OC(C)(C)C)CC3)CC2)c1 | . | 6% | -5% | 7 | . | . | .

Not a hit list; about 7.5% have a hit in one of these screens.
